From PubChem BioAssay
PAFAH1B2 FP inh: blocks human PAF acetylhydrolase 1b catalytic subunit 2. recombinant PAFAH1B2, FP-rhodamine activity probe, fluorescence polarization. inhibition, % at 3.39 µM. hit rate 1.2% among 340,000;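 active = inhibition above the mean of all tested compounds plus 3 SD, cut at about 24% in these data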;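 note: 0% = enzyme with DMSO and 100% = wells lacking PAFAH1B2; many of its hits are not listed in these tables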
Target sequence (P68402 whole entry, looked up): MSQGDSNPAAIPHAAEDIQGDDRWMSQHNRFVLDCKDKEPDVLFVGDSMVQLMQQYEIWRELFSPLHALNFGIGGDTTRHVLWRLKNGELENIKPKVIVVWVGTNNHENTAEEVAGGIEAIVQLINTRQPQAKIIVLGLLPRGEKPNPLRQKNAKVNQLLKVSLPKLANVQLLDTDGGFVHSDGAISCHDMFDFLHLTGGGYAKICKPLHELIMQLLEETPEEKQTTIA
pPAFAH FP inh: pPAFAH (human) enzyme inhibition. recombinant pPAFAH, FP-rhodamine probe fluorescence polarization. hit rate 1.5% among 330,000. inhibition, % at 3.39 µM. Q13093;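 active = inhibition above the mean inhibition across the screen plus 3 SD, cut at about 25% in these data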;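 note: inhibitors block binding of the rhodamine activity-based probe so polarization drops; 0% = enzyme with DMSO and 100% = wells lacking pPAFAH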
Target sequence (Q13093 whole entry, looked up): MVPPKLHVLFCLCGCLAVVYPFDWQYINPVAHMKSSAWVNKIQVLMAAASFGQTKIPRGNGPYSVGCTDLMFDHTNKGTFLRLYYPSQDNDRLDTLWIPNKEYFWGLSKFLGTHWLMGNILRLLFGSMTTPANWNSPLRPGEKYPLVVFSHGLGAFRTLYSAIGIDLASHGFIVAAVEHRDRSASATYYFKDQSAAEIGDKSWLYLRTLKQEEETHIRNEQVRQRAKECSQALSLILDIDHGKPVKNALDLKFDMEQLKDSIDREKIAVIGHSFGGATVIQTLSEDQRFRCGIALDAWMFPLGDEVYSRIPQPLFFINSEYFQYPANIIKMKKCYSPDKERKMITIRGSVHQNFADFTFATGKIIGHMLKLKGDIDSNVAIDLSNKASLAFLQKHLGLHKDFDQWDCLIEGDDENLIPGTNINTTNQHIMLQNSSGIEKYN
LYPLA1 inh: LYPLA1 (human) inhibition in PME1 counter-screen; AID 2174; hit rate 0.16% among 320,000; inhibition, % at 5.9 µM; recombinant LYPLA1, FP-Rh probe fluorescence polarization;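 active = inhibition above the mean of all tested compounds plus 3 SD, set per campaign, cut at about 14% in these data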;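 note: inhibitors block serine hydrolase probe labeling of LYPLA1 so polarization falls; 0% = enzyme with DMSO and 100% = wells lacking LYPLA1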
GSTO1 counter: blocks human GSTO1 in RBBP9 counter-screen | recombinant GSTO1, activity-based probe fluorescence polarization | AID 1974 | P78417 | hit rate 1.1% among 300,000 | inhibition, % at 5.96 µM;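 active = inhibition above the campaign mean inhibition plus 3 SD, cut at about 35% in these data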;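 note: 0% = GSTO1-1 with DMSO and 100% = wells lacking GSTO1-1 enzyme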
PAFAH2 inh: PAFAH2 (human) inhibition; Q99487; recombinant PAFAH2, FP-rhodamine activity probe, fluorescence polarization; inhibition, % at 3.39 µM; hit rate 0.99% among 340,000; AID 492956;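 active = inhibition above the mean over all tested compounds plus 3 SD, cut at about 30% in these data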;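 note: inhibitors block probe labeling of enzyme so polarization drops; 0% = enzyme with DMSO and 100% = wells lacking PAFAH2 protein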
LYPLA2 inh: LYPLA2 (human) inhibition in PME1 counter-screen. O95372. recombinant LYPLA2, FP-Rh probe fluorescence polarization. inhibition, % at 5.9 µM. hit rate 0.38% among 320,000;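 active = inhibition above the screen-wide mean plus 3 SD, limit set per campaign, cut at about 26% in these data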;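 note: 0% = LYPLA2 with DMSO and 100% = wells lacking LYPLA2 enzyme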
PAD4 inh: inhibitors of human PAD4; hit rate 0.41% among 330,000; recombinant PAD4, RCA probe fluorescence polarization; inhibition, % at 6.36 µM; Q9UM07;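 active = percent inhibition above a cutoff equal to the mean of all tested compounds plus 3 SD, cut at about 15% in these data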;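 note: 0% = PAD4 with RCA probe and DMSO and 100% = probe without PAD4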
PME-1 primary: PME-1 (human) inhibition | hit rate 0.53% among 320,000 | AID 2130 | recombinant PME-1, FP-Rh probe fluorescence polarization | inhibition, % at 5.9 µM;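 active = inhibition above the campaign mean of all compounds plus 3 SD, cut at about 26% in these data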;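 note: competitive labeling of PME-1 active site by serine hydrolase directed probe; 0% = PME-1 with DMSO and 100% = wells lacking PME-1 enzyme; inhibitors block probe labeling so polarization falls and inhibition rises; many of its hits are not listed in these tables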
Target sequence (Q9Y570 whole entry, looked up): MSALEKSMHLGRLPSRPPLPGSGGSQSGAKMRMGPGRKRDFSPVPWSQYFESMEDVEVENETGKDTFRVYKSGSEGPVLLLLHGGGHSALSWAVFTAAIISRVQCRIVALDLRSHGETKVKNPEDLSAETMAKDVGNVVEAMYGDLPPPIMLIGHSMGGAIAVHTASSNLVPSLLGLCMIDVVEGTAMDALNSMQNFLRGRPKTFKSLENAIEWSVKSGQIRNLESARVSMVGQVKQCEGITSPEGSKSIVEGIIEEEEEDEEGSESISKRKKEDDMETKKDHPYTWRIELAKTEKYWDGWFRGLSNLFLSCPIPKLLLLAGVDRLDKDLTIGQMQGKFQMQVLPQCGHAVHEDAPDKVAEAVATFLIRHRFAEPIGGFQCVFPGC
PAFAH1B3 FP inh: PAFAH1B3 (human) inhibition. recombinant PAFAH1B3, FP-rhodamine probe, fluorescence polarization. AID 492972. inhibition, % at 3.39 µM. hit rate 0.28% among 340,000;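 active = inhibition above the screen-wide average of all tested compounds plus 3 SD, cut at about 25% in these data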;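 note: 0% = enzyme with DMSO only and 100% = wells lacking PAFAH1B3 protein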
* marks the source's active call; other numbers are inactive results; . = no result given.

Preview:
SMILES	PAFAH1B2 FP inh	pPAFAH FP inh	LYPLA1 inh	GSTO1 counter	PAFAH2 inh	LYPLA2 inh	PAD4 inh	PME-1 primary	PAFAH1B3 FP inh
O=C(c1cc(N2C(=O)C3C4CCC(C4)C3C2=O)ccc1Cl)N1CCN(c2ccccc2)CC1 (stereo not given)	-1	1	2	4	-3	5	2	-1	5
COc1ccc(C)cc1NC(=O)CCCN1C(=O)CN(C)C1=O	2	0	1	.	-6	-2	3	0	-7
Cc1ccc(NC(=O)c2cc(NC(=O)CCCC(=O)O)ccc2Cl)cc1Cl	4	-1	-4	-8	-3	5	-6	-5	-6

The whole of this part (from the top)
SMILES	PAFAH1B2 FP inh	pPAFAH FP inh	LYPLA1 inh	GSTO1 counter	PAFAH2 inh	LYPLA2 inh	PAD4 inh	PME-1 primary	PAFAH1B3 FP inh
O=C(c1cc(N2C(=O)C3C4CCC(C4)C3C2=O)ccc1Cl)N1CCN(c2ccccc2)CC1 (stereo not given)	-1	1	2	4	-3	5	2	-1	5
COc1ccc(C)cc1NC(=O)CCCN1C(=O)CN(C)C1=O	2	0	1	.	-6	-2	3	0	-7
Cc1ccc(NC(=O)c2cc(NC(=O)CCCC(=O)O)ccc2Cl)cc1Cl	4	-1	-4	-8	-3	5	-6	-5	-6
Cc1[nH]nc2c1C(c1ccccn1)N(c1ccc(Br)cc1)C2=O (stereo not given)	5	4	3	-2	1	-3	2	-6	4
COc1cccc(NC(=S)NC(=O)Cc2ccccc2)c1	-3	6	-1	8	1	3	8	2	5
COc1ccc(CCNC(=O)C2CCCN(C(=O)N(C)C)C2)c(OC)c1 (stereo not given)	-5	4	4	5	2	1	1	-2	0
O=C(Nc1ccc(Nc2ccccc2)cc1)C1CC1	11	15	6	0	2	6	-2	6	11
COCCNC(=O)CCn1nc(-c2ccc(Cl)cc2)c2ccccc2c1=O	6	8	-3	2	-3	-6	3	4	-4
COc1ccc2nc3oc(C(=O)N4CCN(c5ccccc5F)CC4)cc3cc2c1	-2	7	-5	0	1	-3	0	0	9
CCOC(=O)Cc1csc(SCC(=O)N2CCN(c3ccccc3)CC2)n1	-1	0	.	.	-1	.	3	.	15
O=C(c1ccc2c3c(cccc13)CC2)C1CCCN(Cc2ccncc2)C1 (stereo not given)	0	1	0	8	-9	5	-3	5	6
CCOC(=O)C1(Cc2ccccc2Cl)CCN(C(=O)CN2CCOC2=O)CC1	12	1	1	-2	-2	3	-1	-1	7
CCCc1nnc(NC(=O)CC(=O)OCC)s1	0	-2	1	-1	-1	-3	-1	3	7
S=c1[nH]nc(Cc2ccccc2)n1-c1ccc(Cl)cc1	29*	5	-1	5	-4	3	-2	6	7
COCCNC(=S)N(CCc1c(C)[nH]c2ccccc12)Cc1cccnc1	3	2	2	2	1	7	2	0	1
Nc1nc(C2CCCN2S(=O)(=O)c2ccc(Cl)cc2)cs1 (stereo not given)	4	-2	0	0	1	2	1	2	3
COC(OC)c1nc(SCC(=O)Nc2cccc(Cl)c2)ncc1C(=O)O	1	1	-2	-18	0	-7	3	8	-2
CCOC(=O)C1=C(C)Nc2ncnn2C1c1ccccc1F (stereo not given)	6	0	1	-2	2	-2	-5	2	2
CCOC(=O)c1ccc(NC(=O)C2CC(=O)Nc3nc4ccccc4n32)cc1 (stereo not given)	2	-1	5	-4	-10	3	-7	-21	-5
COc1ccc(S(=O)(=O)N(C)C)cc1NC(=O)COC(=O)c1nn(C)c(=O)c2ccccc12	6	1	1	-1	3	2	4	12	10
Cc1[nH]n(-c2ccccc2)c(=O)c1/C=N/NC(=O)c1ccoc1C	6	4	-2	-2	7	-2	-11	-5	2
COc1ccc(C(=O)NC(=S)N2CC(C)OC(C)C2)cc1OC (stereo not given)	-1	4	6	1	-3	4	-1	-7	4
Cc1ccc(C(=O)OCC(=O)N(CC(C)C)c2c(N)n(Cc3ccccc3)c(=O)[nH]c2=O)cc1[N+](=O)[O-]	-4	11	-3	-8	0	0	1	-5	0
CCc1[nH]nc2c1C(C1C=CCCC1)C(C#N)=C(N)O2 (stereo not given)	14	5	-2	11	5	2	-8	-1	5
O=C(NCCN1CCN(C(=O)C(c2ccccc2)c2ccccc2)CC1)C(=O)Nc1ccccc1	2	5	-1	-2	7	-2	-4	2	9
Cc1ccccc1NC(=O)CCSc1nnnn1-c1ccccc1	9	-1	0	1	2	2	1	1	10
Cn1c(SCC(=O)Nc2ccc3cn[nH]c3c2)nnc1-c1cnccn1	5	1	-1	3	5	4	-4	-7	1
COc1ccc(-c2cc(CCCC(=O)NCCc3ccccc3)no2)cc1	3	1	-1	9	-13	5	0	3	8
CC(=O)Nc1nc2cccc([N+](=O)[O-])c2s1	-2	2	5	7	-7	6	-2	-2	8
Cc1c(O)ccc(C(=O)COc2ccc(F)cc2)c1O	0	2	-2	0	-6	3	3	-7	1
CC1CN(Cc2nc3c(c(=O)n(C)c(=O)n3C)n2CCc2ccccc2)CC(C)O1 (stereo not given)	-4	2	0	-4	-5	6	4	2	-1
COc1cc(CNCCc2c[nH]c3ccccc23)cc(Cl)c1OCC(N)=O	3	10	0	4	-1	6	0	2	-2
O=C(Nc1ccccn1)c1c(O)c2cccc3c2n(c1=O)CCC3	-2	1	2	5	-7	10	0	0	0
COc1ccc(N)cc1C#N	1	-5	1	-2	-2	-1	-8	4	0
N#Cc1c(-c2ccccc2)nc(-c2ccccc2)[nH]c1=O	0	-1	2	0	-6	10	0	2	7
Cc1ccc(C(=O)NCCNC(=O)Cc2ccccc2)cn1	-1	3	1	4	6	-2	-8	3	6
O=C(c1ccco1)N1CCN(C(c2ccccc2F)c2nnnn2Cc2cccs2)CC1 (stereo not given)	1	3	2	0	-6	5	-4	5	12
CN1CCN(NC(=O)/C=C/c2cccc(Cl)c2)CC1	-4	8	-3	-1	5	0	0	5	-1
CN(c1ccccc1)c1nc(N)c([N+](=O)[O-])c(NCc2ccccc2)n1	1	3	-4	-3	2	-7	-3	2	13
CCc1ccc(OCC2c3cc(OC)c(OC)cc3CCN2C(=S)NCCOC)cc1 (stereo not given)	-1	13	-3	-4	0	18	-2	-2	3
Cc1ccc(C)c(NC(=O)CCC(=O)N/N=C2/CC(=O)CC(C)(C)C2)c1	4	34*	-3	3	13	0	5	-7	-1
CCOC(=O)c1ccc(-c2c(-c3ccc4c(c3)OCO4)noc2-c2ccsc2)cc1F	2	2	1	3	-3	-4	-2	0	2
c1nc(C2CCCCC2)cc2cc3c(cc12)OCO3	2	22	.	.	-2	.	-3	.	9
O=C1CC(C(=O)N2CCc3ccccc32)CN1c1ccc(F)cc1 (stereo not given)	0	2	1	-1	2	2	1	3	-3
CN(C)S(=O)(=O)NC(=O)C1=C(N2CCCC2)COC1=O	5	-2	.	.	6	.	0	.	-2
CC(C)(C)n1nnnc1C(c1ccc(F)cc1)N(Cc1ccc(F)cc1)Cc1ccco1 (stereo not given)	4	5	-3	-3	5	2	2	-3	2
Cn1c(CCC(=O)Nc2ccc(F)cc2)nc2cc(S(=O)(=O)N3CCOCC3)ccc21	1	-2	2	-1	-3	0	2	2	2
O=C(C1CC1)N1N=C(c2ccc(Cl)cc2)CC1(O)C(F)(F)F (stereo not given)	3	-1	-2	-3	-3	-2	7	-6	-4
COc1ccc(C(=O)NCC(c2ccco2)N2CCc3ccccc32)cc1 (stereo not given)	1	11	0	5	11	3	1	-1	5
CCCCOc1ccc(CN(C)c2ncnc(N)n2)cc1	0	-1	-3	8	-1	-7	2	-8	4

Going on with the list.
SMILES	PAFAH1B2 FP inh	pPAFAH FP inh	LYPLA1 inh	GSTO1 counter	PAFAH2 inh	LYPLA2 inh	PAD4 inh	PME-1 primary	PAFAH1B3 FP inh
O=C1CCCN1CCCNC(=S)Nc1cccc2ccccc12	3	-1	0	-9	-3	-1	1	3	7
CCOCCc1nn2c(=O)cc(CSCC(=O)Nc3ccc(OC)cc3)nc2s1	-2	2	-2	7	1	0	3	3	3
COc1cccc2cc(C(=O)NC(C)C3CCCO3)c(=O)oc12 (stereo not given)	0	5	0	1	-3	-4	2	-1	-2
COC(=O)Cc1c(O)ccn(CCc2ccccc2)c1=O	10	2	-1	6	-2	3	2	-3	11
Cc1cc(C)n(S(=O)(=O)c2ccc(C(C)(C)C)cc2)n1	5	-3	-4	1	0	-1	-1	0	12
COc1ccc(OC)c(NC(=O)CSc2nc(=O)n(CCN3CCOCC3)c3c2CCC3)c1	1	-1	-3	9	-3	3	0	-1	6
Cc1cc([N+](=O)[O-])ccc1NC(=S)NC(=O)Cc1ccccc1	1	7	-4	7	-2	-3	-3	6	-5
CC(NC(=O)c1cc2cc([N+](=O)[O-])ccc2oc1=O)C1CCCO1 (stereo not given)	1	0	-1	3	1	-7	5	1	5
CC(NC(=O)CCSc1nc(-c2ccc3c(c2)OCO3)cc(C(F)(F)F)n1)c1ccccc1 (stereo not given)	1	-2	-10	3	0	-8	1	-8	6
COc1ccc(C(=O)COc2ccccc2N2C(=O)C3C4C=CC(C4)C3C2=O)cc1 (stereo not given)	-3	2	-2	3	-8	-2	-4	-6	0
Cc1nn2c(NCCN(C)C)c3c(nc2c1-c1ccccc1)CCCC3	.	7	2	22	.	3	2	2	.
O=C(NCc1ccco1)c1ccc(Cn2cc([N+](=O)[O-])cn2)o1	1	0	1	3	4	-1	1	-4	4
Cc1ccc(NC(=O)c2nc[nH]c2C(=O)NCCN(CCNC(=O)c2[nH]cnc2C(=O)Nc2ccc(C)cc2)CCNC(=O)c2[nH]cnc2C(=O)Nc2ccc(C)cc2)cc1	-2	1	.	.	-1	.	5	.	10
CC(C)[C@H](NC(=O)c1ccccc1F)C(=O)OCC(=O)Nc1sccc1C(N)=O	4	2	.	.	-1	.	0	.	16
O=C(c1cccc(N2C(=O)C3C4C=CC(C4)C3C2=O)c1)N1CCCCCC1 (stereo not given)	1	4	0	-3	6	-1	-5	-6	1
CC(=O)N1CCN(c2ccc(NC(=O)c3ccc4c(c3)OCCO4)cc2Cl)CC1	-1	6	0	-4	-1	2	0	1	4
CCc1ccc(C(=O)NNc2ccc(F)cc2F)cc1	2	4	-3	-4	-2	-1	-4	-3	6
NC(Cc1ccc(O)cc1)c1cn([C@@H](CCC(=O)O)C(=O)N2CCNCC2)nn1 (stereo not given in full)	10	3	0	-5	2	-1	3	-1	3
O=C(Nc1ncc(Cc2cccc(Cl)c2)s1)c1cccs1	2	3	-14	-15	-25	-25	1	-17	2
O=C(NCC1CCC(C(=O)O)CC1)OCc1ccccc1 (stereo not given)	0	0	0	0	0	5	-6	1	-7
CCSc1nnc(NC(=O)C2CCCCC2C(=O)OCC(F)(F)C(F)F)s1 (stereo not given)	6	3	-1	2	10	-6	2	0	5
CC1CCCN(S(=O)(=O)c2cnc[nH]2)C1 (stereo not given)	5	2	6	4	0	9	1	-1	7
O=C(COC(=O)Cc1ccccc1F)Nc1ccc(F)cc1F	1	10	-1	-10	2	-3	-3	-4	14
N#C/C(=C/c1ccncc1)c1nc2ccccc2c(=O)[nH]1	1	10	1	5	4	13	-14	-3	9
O=C(NNC(=S)NCc1ccccc1)c1cccnc1	-1	0	-3	-2	-1	2	-5	2	2
Cc1ccccc1OCCn1c(S(=O)(=O)O)nc2c(N)ncnc21	28*	4	2	-2	46*	2	0	7	45*
Cc1ccc(S(=O)(=O)Nc2ccnc(-c3cccnc3)n2)cc1	-1	-3	4	3	3	-6	-6	-3	5
Cc1ccc(C)c(NC(=O)c2cc(=O)c3ccccc3o2)c1	0	-1	0	9	7	-2	1	-4	9
O=[N+]([O-])c1ccccc1/C=N/NC1=NCCN1	0	-2	-1	9	9	3	-5	5	1

These rows are one share of the data. The share of hits here may be higher or lower than overall.
